Tb hexokinase – T. brucei hexokinase 1 inhibition; actives 0.11% (n = 220,000); inhibition, % at 10 µM; AID 1430; recombinant TbHK1, G6PDH-coupled NADH A340;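 active means inhibition of 50% or more in the single-dose primary screen; inactive means inhibition below 50%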
PPC-1+TRAIL kill – compounds killing PPC-1 cancer cells with TRAIL present (potentiator screen, no TRAIL-free arm); actives 0.41% (n = 220,000); PPC-1 cells + TRAIL, ATPLite viability luminescence; cell killing (% activity), % at 4 µM;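 active means cell killing above 50% in the first pass at 4 µM, then a duplicate retest at 5 µM averaging 50% or more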;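 further: plate controls were cells with TRAIL plus DMSO for no effect and medium-only wells lacking cells for full effect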
KCC2 mod – modulators of human KCC2 chloride dependent transport | actives 2.2% (n = 190,000) | Q9H2X9 | KCC2 cells, thallium flux FluoZin-2 fluorescence | B-score of Tl+ flux slope (higher = more flux/activation; lower = inhibition) at 10 µM;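 active means thallium flux slope and its plate-corrected score both differing from the plate sample mean at a set confidence after two filtering rounds, in either direction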;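 further: slope of fluorescence scaled to starting intensity during 10 to 20 s after thallium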
Target sequence (Q9H2X9 whole entry, looked up): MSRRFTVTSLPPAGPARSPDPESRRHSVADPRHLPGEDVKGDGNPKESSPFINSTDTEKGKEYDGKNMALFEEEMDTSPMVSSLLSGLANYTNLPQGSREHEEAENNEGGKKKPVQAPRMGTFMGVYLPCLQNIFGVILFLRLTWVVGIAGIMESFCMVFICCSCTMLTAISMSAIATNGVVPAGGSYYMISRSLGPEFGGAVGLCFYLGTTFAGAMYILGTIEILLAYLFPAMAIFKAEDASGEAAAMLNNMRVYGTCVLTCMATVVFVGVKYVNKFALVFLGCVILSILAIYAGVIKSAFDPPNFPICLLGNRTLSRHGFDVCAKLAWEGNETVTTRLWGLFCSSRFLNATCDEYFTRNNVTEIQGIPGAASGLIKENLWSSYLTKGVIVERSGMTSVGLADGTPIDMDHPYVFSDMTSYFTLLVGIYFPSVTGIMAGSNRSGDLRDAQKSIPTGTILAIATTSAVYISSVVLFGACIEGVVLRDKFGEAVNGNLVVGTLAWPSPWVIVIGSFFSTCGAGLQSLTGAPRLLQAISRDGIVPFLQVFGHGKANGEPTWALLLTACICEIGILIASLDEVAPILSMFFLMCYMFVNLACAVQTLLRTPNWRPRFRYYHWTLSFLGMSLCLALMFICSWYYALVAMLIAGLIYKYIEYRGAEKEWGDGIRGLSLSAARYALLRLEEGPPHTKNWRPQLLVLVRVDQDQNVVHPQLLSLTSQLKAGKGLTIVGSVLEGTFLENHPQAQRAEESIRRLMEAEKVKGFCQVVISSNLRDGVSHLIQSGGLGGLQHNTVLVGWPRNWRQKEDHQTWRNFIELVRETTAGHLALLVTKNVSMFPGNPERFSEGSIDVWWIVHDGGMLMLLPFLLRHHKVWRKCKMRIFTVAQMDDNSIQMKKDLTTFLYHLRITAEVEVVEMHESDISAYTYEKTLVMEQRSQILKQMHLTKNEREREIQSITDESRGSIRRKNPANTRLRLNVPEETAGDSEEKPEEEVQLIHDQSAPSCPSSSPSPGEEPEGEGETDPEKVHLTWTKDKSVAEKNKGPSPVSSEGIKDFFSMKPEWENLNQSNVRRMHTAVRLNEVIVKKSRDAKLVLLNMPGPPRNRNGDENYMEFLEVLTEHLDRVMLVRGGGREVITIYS
Thrombin inh – blocks human thrombin protease activity; alpha-thrombin, Boc-VPR-AMC fluorogenic substrate cleavage; AID 1046; P00734; actives 0.26% (n = 220,000); inhibition, % at 5 µM;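 active means inhibition at or above 40%; inactive means inhibition below 40%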;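 further: 0% = enzyme with no compound and 100% = wells without enzyme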
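Material: human alpha-thrombin protein. Incubation: reaction at ambient temperature. Technique: fluorescence of released AMC, ex 355 nm, em 460 nm. Control set: no-compound enzyme wells and no-enzyme blanks. Also added: Boc-VPR-AMC substrate, 15 µM final. Buffer or medium: pH 7.5 Tris (50 mM) with NaCl 150 mM, Tween 20 0.05%.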
m-calpain inh – calpain II (pig) inhibition. purified calpain II, fluorogenic peptide substrate, 30 min. inhibition, % at 16 µM. actives 0.37% (n = 220,000);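 active means inhibition above about 50%, limit read from the data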
TRPML3 ag – agonists of human TRPML3 channel; Q8TDD5; HEK293 TRPML3-YFP, Fluo-8 calcium fluorescence; 100% = the carbachol control signal; activation, % at 3 µM; actives 0.29% (n = 220,000); AID 1448;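 active means activation above its plate's cutoff, the mean activation of the plate's test wells plus 3 SD, cut at about 12% in these data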;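 further: 0% = DMSO only wells and 100% = carbachol wells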
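Material: HEK293 cells stably carrying human TRPML3-YFP; compound dosing: single dose, 3 µM final nominal compound, 0.3% DMSO final; incubation: 1-h 37 °C dye load, 5-s basal, 120-s post-compound reads; technique: Fluo-8 intracellular calcium fluorescence, excitation 470-495 nm, emission 515-575 nm; read-out basis: percent activation from peak-to-basal fluorescence ratio, scaled between DMSO and carbachol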
TRPN1 ag – zebrafish TRPN1 (NompC) channel agonism. HEK293 zebrafish TRPN1-YFP, Fluo-8 calcium fluorescence; 100% = response to 87 µM carbachol. activation, % at 3 µM. actives 0.18% (n = 220,000). AID 1424;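 active means activation above its plate's cutoff, the mean activation of test wells on that plate plus 3 SD, cut at about 19% in these data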;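 further: 0% = DMSO alone and 100% = 87 µM carbachol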
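Material: zebrafish TRPN1-YFP in HEK293 cells; Doses: single test compound dose, 3 µM nominal, 0.3% DMSO; Timing: dye loading 1 h at 37 °C, then 30 min room temperature; Technique: intracellular calcium fluorescence with Fluo-8; Benchmarks: high carbachol 87 µM, low DMSO alone.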
EBV gp42 block – blocks Epstein-Barr virus glycoprotein 42 binding | actives 0.42% (n = 220,000) | Fluorescence polarization binding assay, mP read-out | inhibition, % (tested at 21.74 µM); in the data active means inhibition above about 50%
Furin inh – human furin inhibition; P09958; purified furin, fluorogenic substrate cleavage; inhibition, % at 30 µM; actives 0.061% (n = 220,000); AID 463115; in the data active means inhibition above about 25%; further: inactives centre near -15
* = called active by the depositor; i = inactive; x = no result given; [ ] = another dose, or the depositor's remark.

SMILES	Tb hexokinase	PPC-1+TRAIL kill	KCC2 mod	Thrombin inh	m-calpain inh	TRPML3 ag	TRPN1 ag	EBV gp42 block	Furin inh
O=C1CCCC(O)=C1C=Nc1cccc(C(F)(F)F)c1	-6.9	0.7	-0.375	-13.6	15.7	0.3	-0.4	2.0	25.9*
Cc1ccc(-n2ncc3c(=O)[nH]c(SCC(=O)N4CCCCC4)nc32)cc1	-5.9	16.3	x	-0.4	-6.5	0.1	0.1	-11.8	-26.6
Cc1ccc(-c2c(C#N)c(N)n3c(nc4ccccc43)c2C#N)cc1	0.0	9.8	x	-0.8	-7.5	3.6	10.7	-80.3	-2.8[20 µM]
O=C(/C=C/c1ccc(Br)cc1)N1CCN(c2cccc(C(F)(F)F)c2)CC1	0.3	10.2	0.249	-5.4	35.1	0.0	0.0	-0.2	-0.9
COC(=O)c1ccc(/C=N/Nc2nc(N3CCCCC3)nc(N3CCCCC3)n2)cc1	-11.3	14.0	2.24	-0.9	23.7	0.0	-0.6	-8.8	-1.7
COc1ccc(-n2nc3cc(C)c(NC(=O)c4cccnc4)cc3n2)cc1	-15.1	43.8	x	3.5	-2.4	0.2	1.6	-8.2	-14.6
Cc1nc([N+](=O)[O-])cn1CCC#N	-17.5	-16.8	1.72	-1.2	-3.2	0.2	2.1	-4.4	-15.9
O=C(O)C1CCCN1c1ncccc1[N+](=O)[O-] (stereo not drawn)	2.2	9.2	0.275	1.0	11.7	1.1	3.0	11.2	-6.1
CCOP(=O)(OCC)C(NC(C)=O)C(=O)c1ccccc1 (stereo not drawn)	-0.1	8.1	0.659	-0.4	-8.6	0.6	0.0	-6.4	-12.1
c1ccc2c(c1)OCC(c1nn3cnnc3s1)O2 (stereo not drawn)	-0.6	14.8	-0.604	-4.1	-42.8	0.9	-0.9	-7.7	-18.5
COc1ccc(NC(=O)CCc2nc3ccccc3s2)c(OC)c1	1.6	15.2	-1.27	-10.2	1.9	0.3	-2.0	-16.8	-17.1
NC(=O)C1CCN(C(=O)CN2C(=O)c3ccccc3S2(=O)=O)CC1	-2.9	3.7	0.356	-0.9	-7.5	0.9	-0.2	-12.1	-21.0
CC(=O)c1ccc(NC(=O)CSc2nnc(Cc3cccn3C)n2-c2ccc(F)cc2)cc1	-22.7	-2.4	-1.27	-6.2	-2.1	0.1	0.9	2.5	-11.4
O=C(Cc1ccc(Cl)cc1)Nc1ccc(-c2nnc(-c3ccco3)o2)cc1	-22.4	-2.2	x	-5.7	-108.3	0.7	0.8	-14.8	-20.9
COCCCn1c2nc3ccccc3nc2c2c(=O)n(CC3CCCO3)cnc21 (stereo not drawn)	-31.1	10.2	x	-2.1	i	1.1	-1.0	-9.0	-40.7
Cc1cc(C)c2c(c1)OC(O)(C(F)F)CC2=O (stereo not drawn)	-4.8	14.0	0.436	-1.6	-17.6	0.3	-0.8	-19.1	-20.0
COC(=O)c1ccc(N2CCC(C)CC2)c(N)c1	-9.5	-3.2	-0.768	-1.3	-17.7	0.5	-0.5	-6.9	-16.3[20 µM]
CCCCc1ccc(NC(=S)NCc2cccc(OC)c2)cc1	6.1	3.5	-1.43	-0.1	37.5	-0.3	-2.1	13.0	-9.1
Cc1ccc(C)c(OCc2nc(-c3cccnc3)no2)c1	6.0	8.1	x	20.4	7.4	-0.6	-2.0	-9.3	-9.4
CCOC(=O)CNC(=O)c1ccc2[nH]c3c(c2c1)CCCC3	-3.5	-4.5	x	-12.4	-145.1	0.4	0.4	8.6	-17.4
CCN(CC)S(=O)(=O)c1cccc(-c2nnc(SCC#N)n2Cc2ccccc2)c1	-8.1	14.0	0.00386	-3.8	-26.4	0.2	0.6	-5.0	-12.5
CCCCn1c(SCC(=O)NC(=O)NCc2ccco2)nc2cc(S(N)(=O)=O)ccc21	4.9	11.5	0	2.9	-145.9	0.3	0.6	25.5	-7.1
O=C(NC12CC3CC(CC(C3)C1)C2)N1CCN(S(=O)(=O)c2ccc(Cl)cc2)CC1	3.9	-2.0	-0.0486	-0.1	-1.4	0.6	1.0	0.8	-12.8[20 µM]
Nc1cc(C(F)(F)F)ccc1Nc1ccccc1	-7.0	33.5	0.113	-2.1	-15.5	-1.1	-0.7	-3.8	-17.9
CN1CCN(C(=O)c2ccc(CSc3ccc(Cl)cc3)cc2)CC1	-6.4	4.8	-0.278	-17.9	-12.4	1.9	4.7	1.4	-16.8

Four compounds already listed, sorted by their value in Tb hexokinase, smallest number first.
SMILES	Tb hexokinase	KCC2 mod	Thrombin inh	m-calpain inh	TRPML3 ag	EBV gp42 block	Furin inh
CN1CCN(C(=O)c2ccc(CSc3ccc(Cl)cc3)cc2)CC1	-6.4	-0.278	-17.9	-12.4	1.9	1.4	-16.8
Cc1ccc(-n2ncc3c(=O)[nH]c(SCC(=O)N4CCCCC4)nc32)cc1	-5.9	x	-0.4	-6.5	0.1	-11.8	-26.6
c1ccc2c(c1)OCC(c1nn3cnnc3s1)O2 (stereo not drawn)	-0.6	-0.604	-4.1	-42.8	0.9	-7.7	-18.5
O=C(NC12CC3CC(CC(C3)C1)C2)N1CCN(S(=O)(=O)c2ccc(Cl)cc2)CC1	3.9	-0.0486	-0.1	-1.4	0.6	0.8	-12.8[20 µM]

The listing continues:
SMILES	Tb hexokinase	PPC-1+TRAIL kill	KCC2 mod	Thrombin inh	m-calpain inh	TRPML3 ag	TRPN1 ag	EBV gp42 block	Furin inh
CCOC(=O)CSc1nnc(CSc2nc3sc4c(c3c(=O)[nH]2)CCC4)n1-c1ccccc1	-10.8	-1.5	-1.73	2.9	-87.0	-0.7	-2.3	-7.0	-17.1[20 µM]
COc1ccc(NS(=O)(=O)c2ccc(OC)c(N(C)S(=O)(=O)c3ccc(Cl)cc3)c2)cc1	9.6	16.6	x	3.2	-23.7	68.9*	-0.3	-1.5	-10.6[20 µM]
CC(=O)c1cn(CCCCCCCCCCn2cc(C(C)=O)c(=O)[nH]c2=O)c(=O)[nH]c1=O	6.1	19.7	-1.52	-3.3	-27.1	0.3	-0.3	1.7	-4.3[20 µM]
Cc1cccc(Nc2nnc(SCc3cc(=O)n4cc(C)ccc4n3)s2)c1	-1.8	9.8	-0.528	8.5	19.4	-0.3	1.4	1.4	-12.5
COc1ccc(N(CC(=O)NC2CCCCC2)C(=O)CCCC(=O)Nc2ccccn2)c(OC)c1	1.0	16.7	-1.12	-3.7	-5.6	0.0	0.3	-16.5	-14.7
N#CCCN1CCN(C(=S)c2ccc(-c3ccc(Cl)c(Cl)c3)o2)CC1	-20.1	-4.8	0.316	0.2	-14.9	-0.4	-1.4	5.9	-16.1
CC(C)COc1ccc(S(=O)(=O)NNC(=O)c2cc3ccccc3o2)cc1	37.2	6.4	-0.49	-5.5	-34.5	0.1	-1.0	-10.8	-6.1
Cc1ccc(C(=O)N2CCCC2)cc1S(=O)(=O)Nc1cccc(C)c1C	2.3	10.9	-0.97	2.8	-6.0	0.6	-0.8	-5.7	-20.9
COc1c(Cl)cnn(-c2ccc(C)cc2)c1=O	1.6	19.4	x	-3.4	-22.0	-0.3	-0.3	-20.3	-3.7[20 µM]
CC(=O)c1cc2c(cc1NC(=O)CSc1nnc(C)s1)OCO2	-22.6	-4.6	-0.489	2.8	-66.3	-0.3	-0.4	-10.8	-5.9[20 µM]
CCOC(=O)CSc1nnc(-c2ccc([N+](=O)[O-])cc2)o1	-14.5	7.7	-0.855	-8.2	-23.0	0.0	-0.6	-8.3	-19.0
Cc1ccc(C2(CCNC(C)c3cccs3)CCOC(C(C)C)C2)cc1 (stereo not drawn)	4.7	17.1	1.78	2.0	13.1	1.0	-1.1	6.5	-22.8
Cc1ccc(C(C)C)c(OCC(O)CN2CCOCC2)c1 (stereo not drawn)	-1.4	3.1	0.00837	4.7	-18.5	0.3	1.1	-1.9	-14.7
N=c1n(CCO)c2ccccc2n1Cc1ccccc1Cl	8.0	16.9	0.0397	-1.7	7.1	0.8	-0.6	-24.7	-29.7
c1ccc2cc(-c3cc4ccccn4c3)ccc2c1	-0.1	-1.7	-0.0176	5.2	-68.2	0.8	-0.3	-19.2	-22.9[20 µM]
O=C(O)CC1Sc2nc3ccccc3n2C1=O (stereo not drawn)	-9.8	-18.4	-0.461	4.4	-12.8	1.1	1.1	-22.9	-1.9[20 µM]
O=C(NCc1ccccc1)C1=C[C@@H](c2ccc(Br)cc2)C[C@@H](OCCCCO)O1	-2.5	-0.4	-1.79	0.8	7.6	-0.5	-1.8	3.8	-11.4
OC(CON=C1c2ccccc2-c2ccccc21)CN1CCNCC1 (stereo not drawn)	1.3	8.5	0.398	-2.8	-7.9	2.0	2.1	1.1	-38.0
Cc1cccc(NC(=S)NC2CC3CCCC(C2)N3Cc2ccco2)c1 (stereo not drawn)	7.2	10.7	-0.00319	0.9	9.0	0.8	0.6	-11.2	-15.6
CCCNC(=O)COC(=O)c1ccccc1C(=O)c1ccc(Cl)c([N+](=O)[O-])c1	2.2	7.3	-0.48	-2.4	-21.8	0.2	-1.0	-2.7	-17.0
CC(C)(C)C(=O)NC1=NCCS1	0.5	-8.2	1.01	-11.4	-30.5	0.6	0.3	-12.7	-11.1[20 µM]
CCOC(=O)C1=C(C)NC(=O)NC1c1ccc(N2CCC(c3ccccc3)=N2)cc1 (stereo not drawn)	-6.0	0.9	-1.16	-56.7	-56.5	-0.1	1.6	-15.7	-23.5
COc1ccc(NC(=O)Cn2nc3n(c2=S)CCC3)cc1	1.5	-0.6	0.377	0.0	-32.1	0.0	-1.1	-11.5	-21.7
O=C(Nc1nnc(SCc2c(Cl)cccc2Cl)s1)C1CC(=O)N(c2ccc3c(c2)OCCO3)C1 (stereo not drawn)	5.2	9.3	-0.247	-7.0	12.2	0.7	-0.6	-15.0	-30.7
O=C1CC(c2nc3ccccc3[nH]2)CN1Cc1ccccc1 (stereo not drawn)	3.5	19.4	-3.43*	-5.3	-33.6	1.2	1.0	1.2	-27.3
Cc1ccc(SCc2ccc(C(=O)Nc3cccnc3)cc2)cc1	-7.3	-7.1	0.958	-8.6	-14.8	-0.5	0.2	-0.7	-17.5
CSCc1nnc(NC(=O)c2ccc(S(=O)(=O)N(CC(C)C)CC(C)C)cc2)o1	9.1	5.9	2.57	1.7	-108.0	-0.3	-0.6	-14.5	-9.2

Molecules from the list above containing a nitro group on carbon:
SMILES	Tb hexokinase	PPC-1+TRAIL kill	KCC2 mod	Thrombin inh	m-calpain inh	TRPML3 ag	TRPN1 ag	EBV gp42 block	Furin inh
Cc1nc([N+](=O)[O-])cn1CCC#N	-17.5	-16.8	1.72	-1.2	-3.2	0.2	2.1	-4.4	-15.9
O=C(O)C1CCCN1c1ncccc1[N+](=O)[O-] (stereo not drawn)	2.2	9.2	0.275	1.0	11.7	1.1	3.0	11.2	-6.1
CCOC(=O)CSc1nnc(-c2ccc([N+](=O)[O-])cc2)o1	-14.5	7.7	-0.855	-8.2	-23.0	0.0	-0.6	-8.3	-19.0
CCCNC(=O)COC(=O)c1ccccc1C(=O)c1ccc(Cl)c([N+](=O)[O-])c1	2.2	7.3	-0.48	-2.4	-21.8	0.2	-1.0	-2.7	-17.0
